HCV NS3h FP: HCV NS3 helicase inhibitors, primary screen, biochemical, fluorescence polarization, ChemBridge library; NS3h Cy5-dT15 DNA binding; inhibition, % at 100 µM; hit rate 1.6% among 16,000;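 active means inhibition above the average over every tested compound plus 3 SD, cut at about 40% in these data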
Cy5 interf NS3h: Cy5 fluorescence quenchers or enhancers, artefact control for HCV NS3 helicase inhibitor project, biochemical, ChemBridge library, Cy5 readout; Cy5-dT15 DNA with NS3h, fluorescence interference; actives lie on both sides; signal over control mean, under 1 quenches; fluorescence interference ratio at 100 µM; hit rate 6% among 16,000; AID 720488, 2013;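 active means compound fluorescence over control fluorescence at most 0.8, a quencher, or at least a set upper limit, an enhancer; inactive means ratio between 0.8 and the set upper limit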
Starred values were filed as active, the others as inactive.

HCV NS3h FP | Cy5 interf NS3h | compound
7 | 1.1 | O=C1NC(=O)N(c2cccc(F)c2)C(=O)/C1=C/c1ccc(N2CCOCC2)o1
22 | 1.1 | Cc1ccc(/C=C2\C(=O)NC(=O)N(Cc3ccccc3)C2=O)o1
-10 | 1.1 | Cc1c(Cl)cccc1NC(=O)c1cc2nc(-c3cccs3)cc(C(F)(F)F)n2n1
-10 | 1 | COC(=O)C1=C(C(=O)OC)N(c2ccccc2)/C(=C2/C(=S)C(C)(C)Nc3ccccc32)S1
8 | 1.1 | C=CCNC(=O)CN(c1ccc(Oc2ccccc2)cc1)S(C)(=O)=O
8 | 0.99 | CC(C)(C)C(=O)COc1ccc2ccc(=O)oc2c1
6 | 1.1 | COC(=O)c1ccccc1NC(=O)CSc1ncn[nH]1
3 | 1 | CC1(C)Cc2ccccc2C(=C(C#N)C#N)N1
19 | 0.96 | C#CCOc1ccc(/C=C2\C(=O)NC(=O)N(c3ccc(Cl)cc3)C2=O)cc1
11 | 1.1 | C=CCn1c(=S)[nH]c2sc3c(c2c1=O)CCC(C)C3 (stereo not given)
10 | 0.97 | CCc1cc2c(=O)c(-c3nc4ccccc4s3)coc2cc1OS(C)(=O)=O
18 | 0.99 | O=C(Nc1cccc(I)c1)c1ccccc1C(F)(F)F

Fetched by structure from the entries so far (5):
HCV NS3h FP | Cy5 interf NS3h | compound
11 | 1.1 | C=CCn1c(=S)[nH]c2sc3c(c2c1=O)CCC(C)C3 (stereo not given)
8 | 0.99 | CC(C)(C)C(=O)COc1ccc2ccc(=O)oc2c1
8 | 1.1 | C=CCNC(=O)CN(c1ccc(Oc2ccccc2)cc1)S(C)(=O)=O
3 | 1 | CC1(C)Cc2ccccc2C(=C(C#N)C#N)N1
-10 | 1.1 | Cc1c(Cl)cccc1NC(=O)c1cc2nc(-c3cccs3)cc(C(F)(F)F)n2n1

More entries.
HCV NS3h FP | Cy5 interf NS3h | compound
11 | 0.95 | CCn1nnnc1-c1ccc(OC)c(S(=O)(=O)Nc2ccc(Cl)cc2)c1
18 | 1 | COc1ccc(NC(=O)CN(CCc2ccccc2)S(=O)(=O)c2ccccc2)cc1Cl
41* | 0.96 | Cc1ccc(C(=O)N/C(=C\c2ccc(Cl)cc2)C(=O)NCC(C)C)cc1
47* | 0.97 | COc1cc(/C=C2/C(C)=C(C#N)c3nc(N)c(C#N)c(C)c32)c([N+](=O)[O-])cc1OC
5 | 1 | COc1ccc(N(CC(=O)Nc2ccc(Cl)cc2)S(=O)(=O)c2ccc(C)cc2)cc1
19 | 0.91 | O=C(Nc1cccc2ccccc12)c1cccc(I)c1
8 | 0.99 | COc1cc(C=C2C(=O)NC(=S)NC2=O)ccc1OCCC(C)C
-1 | 1 | O=P(O)(Oc1cccc(Cl)c1)Oc1cccc(Cl)c1
-6 | 1.1 | COc1ccccc1CN1CCN(Cc2ccc(OC)c(OC)c2)CC1
3 | 1 | COc1ccc(OC)c(NC(=O)C(=O)NCc2ccncc2)c1
7 | 0.95 | Cc1oc2ccc(OCC(=O)c3ccccc3)cc2c1C(=O)O
25 | 1.1 | O=C(COc1ccc(Cl)cc1Cl)Nc1ccc(Cl)cn1

Next section, overlapping the part above by 6 compounds.
HCV NS3h FP | Cy5 interf NS3h | compound
8 | 0.99 | COc1cc(C=C2C(=O)NC(=S)NC2=O)ccc1OCCC(C)C
-1 | 1 | O=P(O)(Oc1cccc(Cl)c1)Oc1cccc(Cl)c1
-6 | 1.1 | COc1ccccc1CN1CCN(Cc2ccc(OC)c(OC)c2)CC1
3 | 1 | COc1ccc(OC)c(NC(=O)C(=O)NCc2ccncc2)c1
7 | 0.95 | Cc1oc2ccc(OCC(=O)c3ccccc3)cc2c1C(=O)O
25 | 1.1 | O=C(COc1ccc(Cl)cc1Cl)Nc1ccc(Cl)cn1
14 | 0.97 | CCOc1cc(OCC)cc(C(=O)Nc2cccc3ccccc23)c1
124* | 2* | O=C(NC(=S)Nc1ccc(-c2nc3cc(Cl)ccc3o2)cc1)c1ccco1
-8 | 1 | COc1ccc(CN2CCN(Cc3cc(OC)ccc3O)CC2)cc1
7 | 1.1 | CN(C)CCCNC(=O)c1c(Cl)cccc1Cl
11 | 1.1 | Cc1cc(C)nc(Sc2nc(Nc3ccccc3)nc(Sc3nc(C)cc(C)n3)n2)n1
14 | 0.98 | Cc1ccc(CC(C)CC(=O)NCCc2ccc3c(c2)OCO3)cc1 (stereo not given)
6 | 0.94 | CCOC(=O)C(CCOCCOc1c(Cl)cc(Cl)cc1Cl)C(=O)OCC
19 | 0.82 | O=C(c1ccc(Cl)c(Cl)c1)N1CCN(c2ccc([N+](=O)[O-])c3cccnc23)CC1
4 | 0.99 | O=C(CSc1ncn(-c2ccccc2)n1)c1ccc(Br)cc1
-3 | 0.99 | N/C(=N/OC(=O)CCc1ccccc1)c1ccc(Cl)cc1
17 | 1 | CC1=C(C(=O)OCCc2ccccc2)C(c2ccsc2)C2=C(CCCC2=O)N1 (stereo not given)
-8 | 1.1 | COc1ccc(CN2CCN(Cc3ccco3)CC2)cc1

HCV NS3h FP | Cy5 interf NS3h | compound
2 | 0.93 | CC1=NN(c2ccc(C)cc2)C(=O)/C1=C\c1ccc2c(c1)OCO2
5 | 0.98 | O=C(O)CCC(=O)Nc1cccc(-c2cn3ccccc3n2)c1
-4 | 1.1 | CCOc1ccc(N(CC(=O)NCC2CCCO2)S(C)(=O)=O)cc1 (stereo not given)
13 | 0.9 | Cc1ccc(-c2nc3ccccn3c2NC(=O)c2ccc(Cl)cc2)cc1
-9 | 0.76* | O=[N+]([O-])c1ccc(-c2noc(-c3ccccc3Br)n2)cc1
-10 | 1 | COc1cc(NC(=O)COc2cccc(C)c2)c(C(=O)O)cc1OC
9 | 1 | O=C(Nc1ccc(Cl)cc1)Nc1nnc(/C=C/c2ccccc2Cl)s1
1 | 0.96 | Cc1ccc2nc(NC(=O)C3CCCN3C(=O)OC(C)(C)C)sc2c1 (stereo not given)
-3 | 0.92 | Cc1ccoc1C(=O)Nc1ccc2ccccc2c1
5 | 1 | O=C(Nc1cccc(C(F)(F)F)c1)c1nn2c(c1Cl)NC(c1ccccc1)CC2C(F)(F)F (stereo not given)
26 | 0.87 | CCOC(=O)COc1ccc2cc(-c3nc4ccccc4o3)c(=O)oc2c1
2 | 1.1 | COc1ccc(NC(=O)CCN2C(=O)/C(=C/c3ccc(F)cc3)SC2=S)cc1

HCV NS3h FP | Cy5 interf NS3h | compound
10 | 0.96 | CCn1nnnc1-c1ccc(OC)c(S(=O)(=O)Nc2ccc(Br)cc2)c1
3 | 0.93 | O=C(Nc1ccccc1C(=O)Nc1ccncc1)c1ccccc1
6 | 1.2* | COc1cc(/C=N\N2C(=O)CSC2=S)ccc1OCCOc1cc(C)ccc1C(C)C
5 | 1 | O=C(O)c1c(-c2ccccc2)oc2ccc(OCc3ccccc3F)cc12
-1 | 1 | CCc1ccc(N2CC(C(=O)Nc3ccc(Br)cc3)CC2=O)cc1 (stereo not given)
5 | 1.1 | O=P(COc1ccccc1)(c1ccccc1)c1ccccc1
15 | 1 | CCc1cccc(C)c1NS(=O)(=O)c1ccccc1
12 | 0.92 | CC(C)(CN1CCN(CC(C)(C)NS(=O)(=O)c2ccccc2)CC1)NS(=O)(=O)c1ccccc1
11 | 1 | COC(=O)CN1C(c2ccccc2OC)Nc2ccc(Br)cc2C1c1ccccc1 (stereo not given)
3 | 0.96 | O=C(Nc1ccc2nn(-c3cccc([N+](=O)[O-])c3)nc2c1)c1ccccc1Br
11 | 1.1 | O=C(COc1ccc2ccccc2c1)Nc1ccc(Cl)cc1
16 | 0.98 | Cc1ccc(C(=O)/C=C/c2cn(Cc3ccccc3)c3ccccc23)cc1

Two entries from above, with tabs.
SMILES	HCV NS3h FP	Cy5 interf NS3h
CCc1cccc(C)c1NS(=O)(=O)c1ccccc1	15	1
COc1cc(/C=N\N2C(=O)CSC2=S)ccc1OCCOc1cc(C)ccc1C(C)C	6	1.2*

Entries of single compounds from above. Screens in order: HCV NS3h FP | Cy5 interf NS3h
Entry for `CC(C)(CN1CCN(CC(C)(C)NS(=O)(=O)c2ccccc2)CC1)NS(=O)(=O)c1ccccc1` = 12 | 0.92
Entry for `O=C(Nc1ccc2nn(-c3cccc([N+](=O)[O-])c3)nc2c1)c1ccccc1Br` = 3 | 0.96
Entry for `Cc1ccc(C(=O)/C=C/c2cn(Cc3ccccc3)c3ccccc23)cc1` = 16 | 0.98

(further entries)
HCV NS3h FP | Cy5 interf NS3h | compound
2 | 1 | CCOc1ccc(C2C(=C(O)c3ccc(Cl)cc3)C(=O)C(=O)N2CCCn2ccnc2)cc1 (stereo not given)
-4 | 0.99 | CCOC(=O)C1=C(C)NC(=O)NC1c1cc(OC)c(OC)cc1OC (stereo not given)
-1 | 1 | CCCC(=O)NS(=O)(=O)c1ccc(NS(=O)(=O)c2ccc(C)cc2)cc1
-12 | 1 | COc1ccc(C(NC(=O)C(c2ccccc2)c2ccccc2)NC(=O)C(c2ccccc2)c2ccccc2)cc1OC
8 | 0.92 | O=C(NCc1ccccc1)c1ccc(C2SCC(=O)N2Cc2ccccc2)cc1 (stereo not given)
14 | 1 | O=C(O)/C=C/c1ccc(-c2ccc(Cl)c(Cl)c2)o1
13 | 0.96 | O=C(Nc1ccccc1C(=O)NCc1ccccc1)c1ccccc1Cl
4 | 0.99 | O=C(Nc1cc([N+](=O)[O-])ccc1Cl)c1cc2ccccc2o1
1 | 0.88 | CCOc1cc(OCC)cc(C(=O)N2CCN(c3ccc([N+](=O)[O-])cc3)CC2)c1
-10 | 1 | C=CCN(CP(C)(=O)OC(C)C)C(C)=O (stereo not given)
2 | 1 | CC(=O)Nc1ccc(S(=O)(=O)NCCC(C)C)cc1
6 | 0.95 | O=C(/C=C/c1cc(Br)cs1)Nc1ccccc1

HCV NS3h FP | Cy5 interf NS3h | compound
2 | 1.1 | O=C(Nc1ccc(Cl)cc1C(F)(F)F)c1ccc(I)cc1
-3 | 1 | O=C(O)c1ccc(/C=N\N2CCN(Cc3ccc(Cl)cc3)CC2)cc1
8 | 0.95 | CC(NS(=O)(=O)c1cccc([N+](=O)[O-])c1)C1C2CC3CC(C2)CC1C3 (stereo not given)
10 | 0.98 | Cc1ccc(S(=O)(=O)NC(C)C2C3CC4CC(C3)CC2C4)cc1 (stereo not given)
31 | 0.89 | COC(=O)c1ccc(-c2ccc(/C=C3\C(=O)NN(c4ccccc4)C3=O)o2)cc1
4 | 1 | O=C(c1nn2c(c1Br)NC(c1ccccc1)CC2C(F)(F)F)N1CCOCC1 (stereo not given)
4 | 1.2* | O=[N+]([O-])c1ccc(-c2cc(-c3ccc(I)cc3)n[nH]2)cc1
6 | 0.96 | CC1CCC/C(=N/NC(=O)Nc2ccccc2)C1 (stereo not given)
5 | 1 | CCOc1ccc(NC(=O)c2cc3cc(OC)ccc3oc2=O)cc1
7 | 0.97 | O=C1C2C3C=CC(C3)C2C(=O)N1c1ccc(-c2ccnc(-c3ccc(N4C(=O)C5C6C=CC(C6)C5C4=O)cc3)n2)cc1 (stereo not given)
13 | 0.89 | COC(=O)c1cc(C(=O)Nc2ccc(C(N)=O)cc2)cc([N+](=O)[O-])c1
-1 | 1 | Cc1cccc(NC(=O)C(=O)NCCCn2ccnc2)c1

HCV NS3h FP | Cy5 interf NS3h | compound
2 | 1.1 | O=C(/C=C/c1ccccc1Cl)n1cnc2ccccc21
11 | 0.95 | Cc1c(C)c2ccc(OCC(=O)C(C)(C)C)cc2oc1=O
4 | 0.9 | Cc1ccc(-n2nc(C)c(-c3cccc([N+](=O)[O-])c3)c2C)cc1C
0 | 1 | C=C(C)Cn1c(-c2ccc(OC)cc2)n[nH]c1=S
-2 | 1 | CC(O)CNC(=O)C(=O)NCc1ccc2c(c1)OCO2 (stereo not given)
2 | 1 | O=C(COc1ccccc1[N+](=O)[O-])Nc1ccc2oc(-c3ccc(Cl)cc3Cl)nc2c1
0 | 1.1 | COc1ccc(CCN=C(C)C2=C(O)COC2=O)cc1OC
12 | 1 | COc1ccc(N2C(=O)C(Cl)=C(Nc3ccc(OC)cc3OC)C2=O)cc1
3 | 0.96 | COc1ccc(Cl)cc1NC(=O)C1=C(C)NC(=O)NC1c1cccc2ccccc12 (stereo not given)
2 | 0.98 | Cc1ccc(S(=O)(=O)C(CC(=O)c2ccc(Cl)cc2)c2ccccc2)cc1 (stereo not given)
16 | 0.96 | CCOc1ccc(-c2nn(-c3ccccc3)cc2/C=C2\SC(=S)N(CCOC)C2=O)cc1
13 | 0.78* | COc1cccc(NC(=O)COc2ccc(C)cc2C)c1

HCV NS3h FP | Cy5 interf NS3h | compound
6 | 1 | O=C(c1ccccc1F)N1CCN(c2ccc([N+](=O)[O-])c(N3CCOCC3)c2)CC1
1 | 1.1 | COc1cc(OC)cc(C(=O)Nc2ccc(-c3nc4ncccc4o3)cc2)c1
-2 | 1.1 | CCOc1cc(/C=C2/C(=N)N3N=C(CC)SC3=NC2=O)ccc1OCc1ccc(F)cc1
2 | 0.98 | O=C1Nc2ccccc2C1(O)C/C(=N\O)c1ccc(Cl)cc1 (stereo not given)
2 | 0.92 | Cc1ccc(-c2csc(/C(C#N)=C\c3ccc(C)s3)n2)cc1
-3 | 1.1 | Cc1ccc(C(=O)NCCN2Cc3ccccc3C2=O)cc1
7 | 1 | COc1ccc(CC(=O)O/N=C(/N)c2ccc(Br)cc2)cc1OC
14 | 1 | CCOC(=O)c1c(-c2ccccc2)oc2c([N+](=O)[O-])cc([N+](=O)[O-])cc12
-8 | 0.98 | O=C1C(=O)N(Cc2ccccc2)C(c2ccc([N+](=O)[O-])cc2)C1=C(O)c1ccccc1 (stereo not given)
4 | 0.98 | O=C(Nc1ccccc1)C1C(c2ccccc2)C1(Cl)Cl (stereo not given)
